CYP2C19 inh: human CYP2C19 inhibition | P33261 | CYP2C19 Supersomes, luciferin-H EGE luminescence, 30 min | inhibition, % at 5 µM | 21% of 96,000 active | AID 778;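 active = CYP2C19 inhibition above a set limit at 5 µM in the primary screen, cut at about 50% in these data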;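 note: plate controls were negative control wells for no effect and 2.5 mM tranylcypromine positive control for full effect; values of inactives mirror those of a sister screen read the other way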
CD11b adhes inh: CD11b/CD18-fibrinogen binding inhibition; P05107+P11215; K562 CD11b/CD18 adhesion to fibrinogen, ATPlite luminescence; Mn2+ added to activate the integrin; inhibition, % at 10 µM; 0.54% of 93,000 active; AID 1497;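 active = primary inhibition of 50% or more at 10 µM, then 40% or more on retest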; note: some results filed as inactive read as strong as hits
Target sequence (P05107 whole entry, looked up, other chains not shown): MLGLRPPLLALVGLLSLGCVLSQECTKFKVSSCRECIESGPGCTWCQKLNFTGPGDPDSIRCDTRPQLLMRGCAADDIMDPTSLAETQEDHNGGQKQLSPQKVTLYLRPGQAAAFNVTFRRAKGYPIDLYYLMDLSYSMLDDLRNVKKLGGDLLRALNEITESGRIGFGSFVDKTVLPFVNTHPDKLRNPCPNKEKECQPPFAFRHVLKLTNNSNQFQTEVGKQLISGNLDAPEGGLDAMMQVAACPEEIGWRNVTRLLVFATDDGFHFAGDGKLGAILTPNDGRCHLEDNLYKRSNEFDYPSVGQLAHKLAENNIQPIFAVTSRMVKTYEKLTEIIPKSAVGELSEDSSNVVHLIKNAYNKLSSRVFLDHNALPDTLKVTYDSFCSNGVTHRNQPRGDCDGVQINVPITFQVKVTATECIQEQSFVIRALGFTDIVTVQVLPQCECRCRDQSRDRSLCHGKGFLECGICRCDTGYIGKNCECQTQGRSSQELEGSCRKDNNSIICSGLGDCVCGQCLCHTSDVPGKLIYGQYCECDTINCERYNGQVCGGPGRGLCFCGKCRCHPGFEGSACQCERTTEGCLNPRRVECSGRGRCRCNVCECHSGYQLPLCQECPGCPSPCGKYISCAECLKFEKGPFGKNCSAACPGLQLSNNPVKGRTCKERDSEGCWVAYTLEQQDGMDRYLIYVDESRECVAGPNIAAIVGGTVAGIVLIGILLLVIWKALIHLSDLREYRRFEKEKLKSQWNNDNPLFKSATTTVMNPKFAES
CYP2C19 activ: cytochrome P450 2C19 (human) activation | 96,000 tested, under 10 active | activation factor at 5 µM | AID 1025 | P33261 | recombinant CYP2C19, luciferin-H EGE luminescence; hits give high values; 0 = fully inhibited enzyme, 1 = untreated enzyme;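 active = activation factor of at least 2 at 5 µM in the primary screen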;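 note: 0 = wells with 2.5 mM tranylcypromine and 1 = vehicle-only wells; values of inactives mirror those of a sister screen read the other way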
Mac1 fbg enh: enhancers of human CD11b/CD18 binding to fibrinogen; 0.07% of 93,000 active; P05107+P11215; K562 CD11b/CD18 adhesion to fibrinogen, ATPlite luminescence; activation, % at 10 µM;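 active = 10 µM primary screen giving 50% or more activity, confirmed by 40% or more on retest at that dose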; note: strong numbers were not always called active; reference of the scale not given here
An asterisk follows results filed as active; · = no result given. These rows are one share of the data; the hit share may differ from the screen's.

Labels used below: A = CYP2C19 inh; B = CD11b adhes inh; C = CYP2C19 activ; D = Mac1 fbg enh
compound: Cc1ccc(NC(=O)CSc2nc3ccccc3c3nc(CCn4cncc4C)nn23)c(C)c1
  A: ·	B: 24	C: ·	D: 2
compound: N=c1n(CC(=O)c2ccc([N+](=O)[O-])cc2)c2ccccc2n1Cc1ccccc1
  A: ·	B: -11	C: ·	D: 6
compound: CN1CCN(C=NC2=NN(c3cccc(C(F)(F)F)c3)CC2)CC1
  A: ·	B: -15	C: ·	D: 6
compound: O=C(CN1N=C(c2ccccc2)CCC1=O)NCCN1CCc2ccccc2C1
  A: ·	B: 24	C: ·	D: -3
compound: CCc1ccc(/C=C2\Oc3cc(OS(C)(=O)=O)ccc3C2=O)cc1
  A: ·	B: -1	C: ·	D: -2
compound: O=C(Nc1ncc(Cc2ccccc2Cl)s1)C1=NCCN1
  A: ·	B: -12	C: ·	D: -2
compound: CCn1c(=O)c(C(=O)CN2CCc3ccccc32)c(N)n(Cc2ccccc2)c1=O
  A: ·	B: -3	C: ·	D: 2
compound: Cc1cccc(C(C)C)c1NC(=O)COC(=O)COc1ccc2c(C)cc(=O)oc2c1
  A: ·	B: 6	C: ·	D: 2
compound: CCOc1ccc(/C=N/NC(=O)C(=O)NCc2ccco2)cc1
  A: ·	B: -18	C: ·	D: 11
compound: CC(C)N(C(=O)COC(=O)CNC(=O)c1ccc(Br)cc1)c1ccccc1
  A: ·	B: 7	C: ·	D: 0
compound: Cc1[nH]c2ccccc2c1/C=C/c1nc2ccccc2c(=O)n1-c1ccc([N+](=O)[O-])cc1
  A: ·	B: -13	C: ·	D: 52
compound: COc1cc2c3c(c1)/C(=C1/SC(=S)NC1=O)C(=O)N3C(C)(C)C=C2C
  A: ·	B: 93	C: ·	D: -8
compound: CSc1nnc(C)c(=O)n1COC(=O)c1ccc(S(=O)(=O)N2CCOCC2)cc1
  A: ·	B: 1	C: ·	D: 2
compound: CC(C)N1CCC2(CC1)C(C#N)=C(N)NC(S)=C2C#N
  A: ·	B: -4	C: ·	D: -2
compound: Cc1cc(C)cc(NS(=O)(=O)c2cc(C(=O)NCc3ccccn3)ccc2Cl)c1
  A: ·	B: 7	C: ·	D: -3
compound: COc1ccc(CNC(=O)Cn2cc(C(F)(F)F)ccc2=O)cc1
  A: ·	B: 4	C: ·	D: 2
compound: COc1cccc(/C=C/C(=O)OCC(=O)c2cc(C)n(CC3CCCO3)c2C)c1OC (stereo not drawn)
  A: ·	B: -13	C: ·	D: 0
compound: Cc1c(/C=N/NC(=O)CNc2ccccc2)c2ccccn2c1C(=O)c1ccncc1
  A: ·	B: -15	C: ·	D: 37
compound: N#Cc1ccccc1NC(=O)CNc1ccc(Cl)c(C(F)(F)F)c1
  A: ·	B: 10	C: ·	D: -1
compound: COP(=O)(OC)c1nc(-c2ccccc2)oc1NCc1ccccc1
  A: ·	B: -6	C: ·	D: -3
compound: COc1ccc(NC(=O)c2ccco2)c([N+](=O)[O-])c1
  A: ·	B: 4	C: ·	D: 4
compound: Cc1cccc(NC(=S)N(Cc2cccs2)Cc2cc3cc(C)cc(C)c3[nH]c2=O)c1
  A: ·	B: -9	C: ·	D: 4
compound: CCOC(=O)CSC1=N/C(=C\c2cccnc2)C(=O)N1c1ccc(OC)cc1
  A: ·	B: -9	C: ·	D: 36
compound: COc1ccc(/C=N/Nc2cc(C)nc(NS(=O)(=O)c3ccc(C)cc3)n2)cc1
  A: ·	B: -1	C: ·	D: 1
compound: O=C(Oc1ccc2ccccc2c1Cl)N1CCCCCC1
  A: ·	B: 74	C: ·	D: -6

Arranged by length of the SMILES (high to low): 12 of the compounds above
Labels used below: A = CYP2C19 inh; B = CD11b adhes inh; C = CYP2C19 activ; D = Mac1 fbg enh
compound: Cc1[nH]c2ccccc2c1/C=C/c1nc2ccccc2c(=O)n1-c1ccc([N+](=O)[O-])cc1
  A: ·	B: -13	C: ·	D: 52
compound: N=c1n(CC(=O)c2ccc([N+](=O)[O-])cc2)c2ccccc2n1Cc1ccccc1
  A: ·	B: -11	C: ·	D: 6
compound: Cc1ccc(NC(=O)CSc2nc3ccccc3c3nc(CCn4cncc4C)nn23)c(C)c1
  A: ·	B: 24	C: ·	D: 2
compound: COc1cc2c3c(c1)/C(=C1/SC(=S)NC1=O)C(=O)N3C(C)(C)C=C2C
  A: ·	B: 93	C: ·	D: -8
compound: CCn1c(=O)c(C(=O)CN2CCc3ccccc32)c(N)n(Cc2ccccc2)c1=O
  A: ·	B: -3	C: ·	D: 2
compound: Cc1c(/C=N/NC(=O)CNc2ccccc2)c2ccccn2c1C(=O)c1ccncc1
  A: ·	B: -15	C: ·	D: 37
compound: CCOC(=O)CSC1=N/C(=C\c2cccnc2)C(=O)N1c1ccc(OC)cc1
  A: ·	B: -9	C: ·	D: 36
compound: O=C(CN1N=C(c2ccccc2)CCC1=O)NCCN1CCc2ccccc2C1
  A: ·	B: 24	C: ·	D: -3
compound: N#Cc1ccccc1NC(=O)CNc1ccc(Cl)c(C(F)(F)F)c1
  A: ·	B: 10	C: ·	D: -1
compound: COc1ccc(NC(=O)c2ccco2)c([N+](=O)[O-])c1
  A: ·	B: 4	C: ·	D: 4
compound: CCOc1ccc(/C=N/NC(=O)C(=O)NCc2ccco2)cc1
  A: ·	B: -18	C: ·	D: 11
compound: O=C(Nc1ncc(Cc2ccccc2Cl)s1)C1=NCCN1
  A: ·	B: -12	C: ·	D: -2

Next entries follow.
Labels used below: A = CYP2C19 inh; B = CD11b adhes inh; C = CYP2C19 activ; D = Mac1 fbg enh
compound: COC(=O)c1ccc(NC(=O)COC(=O)c2cccc3c(=O)c(C)c(-c4ccccc4)oc23)cc1
  A: ·	B: -12	C: ·	D: 6
compound: COc1ccc(NC(=O)c2ccccc2NC(=O)CSc2ccccc2)cc1
  A: ·	B: -22	C: ·	D: 3
compound: CC1CCC2C(=O)N(c3ccc(C(=O)Oc4cccc5cccnc45)cc3)C(=O)C2C1 (stereo not drawn)
  A: ·	B: -2	C: ·	D: -2
compound: CC1CCCCN1S(=O)(=O)c1ccc(C(=O)Nc2ccccc2-c2nc3ccccc3[nH]2)cc1 (stereo not drawn)
  A: ·	B: -4	C: ·	D: 47
compound: Clc1ccc(CN2CCCCCCC2)cc1
  A: ·	B: -1	C: ·	D: 14
compound: CCN(CC)S(=O)(=O)c1ccc(NC(=O)COC(=O)CCc2cc(OC)c(OC)c(OC)c2)cc1
  A: ·	B: 4	C: ·	D: -1
compound: Cc1cc([N+](=O)[O-])nn1Cc1ccc(C(=O)N/N=C/c2ccccc2)cc1
  A: ·	B: -8	C: ·	D: -2
compound: Cc1[nH]c2ccccc2c1C1=NNC(=Nc2ccc(F)cc2)SC1
  A: ·	B: 10	C: ·	D: 24
compound: Cc1ccccc1NC(NC(=O)OCCn1c([N+](=O)[O-])cnc1C)C(Cl)(Cl)Cl (stereo not drawn)
  A: ·	B: 10	C: ·	D: -1
compound: COC(=O)c1ccc(/C=N/Nc2nc(-c3ccc(C)cc3)cs2)cc1
  A: ·	B: -11	C: ·	D: 55
compound: O=C(NNC1=NCCC1)c1cccc(S(=O)(=O)N2CCCCC2)c1
  A: ·	B: -32	C: ·	D: -2
compound: O=C(CSc1ccccc1C(=O)NCc1ccccc1)NC12CC3CC(CC(C3)C1)C2
  A: ·	B: 16	C: ·	D: -1
compound: CCOc1ncccc1C(=O)NCc1ccc(OC)c(OC)c1
  A: ·	B: 11	C: ·	D: -4
compound: CCOc1ccc(CC(=NCCO)C2=C(O)CC(C)(C)CC2=O)cc1OCC
  A: ·	B: -8	C: ·	D: 1
compound: O=C(COc1ccc(Cl)cc1)NCc1nnc2c3ccccc3c(-c3ccccc3)nn12
  A: ·	B: 20	C: ·	D: 2
compound: COc1cc(OC)cc(C(=O)NNC(=O)Cc2ccc(OC)c(S(=O)(=O)N3CCOCC3)c2)c1
  A: ·	B: 13	C: ·	D: -3
compound: COCCN1CCc2[nH]c(=S)[nH]c(=O)c2C1
  A: ·	B: 14	C: ·	D: 0
compound: COc1ccc(C(=O)N/C(=C\c2ccco2)C(=O)NCCCn2ccnc2)cc1
  A: ·	B: 31	C: ·	D: -4
compound: CN(C)CCCn1c(SCC(=O)N2c3ccccc3Sc3ccccc32)nc2ccccc2c1=O
  A: ·	B: 36	C: ·	D: 5
compound: O=C(/C=C/c1cccc(Cl)c1)Nc1ncccn1
  A: ·	B: -1	C: ·	D: 3
compound: CC(Cl)C(=O)NC(=O)NC12CC3CC(CC(C3)C1)C2 (stereo not drawn)
  A: ·	B: -8	C: ·	D: 3
compound: CCc1cc2c(=O)c(-c3ccc4c(c3)OCCO4)coc2cc1OS(C)(=O)=O
  A: ·	B: 27	C: ·	D: 0
compound: CN1/C(=C\C(=O)Nc2ccc(F)cc2)C(C)(C)c2ccccc21
  A: ·	B: 2	C: ·	D: 4
compound: COc1cc(N=c2c([N+](=O)[O-])nn(-c3ccc4c(c3)OCCO4)n2O)cc(OC)c1
  A: ·	B: 5	C: ·	D: 4
compound: CC1CCN(c2nc(-c3cccnc3)nc3scc(-c4ccccc4)c23)CC1
  A: ·	B: -7	C: ·	D: 15

(next part)
Labels used below: A = CYP2C19 inh; B = CD11b adhes inh; C = CYP2C19 activ; D = Mac1 fbg enh
compound: O=C(CSCC(=O)Nc1cccc([N+](=O)[O-])c1)Nc1ccccc1
  A: ·	B: 8	C: ·	D: 0
compound: COC(=O)[C@H](C)NC(=O)/C=C/c1ccc(OC)cc1
  A: ·	B: -8	C: ·	D: 0
compound: Cc1ccc(C(=O)Nc2ccc(Cl)cc2C(F)(F)F)c(Cl)c1
  A: ·	B: 2	C: ·	D: -5
compound: O=C(O)c1ccc(N/N=C/c2ccc(F)c(F)c2)cc1
  A: ·	B: -13	C: ·	D: -1
compound: CCOc1ncccc1C(=O)OCC(=O)Nc1ccc(S(=O)(=O)N2CCOCC2)cc1
  A: ·	B: -2	C: ·	D: 0
compound: O=C(O)/C=C/C(=O)Nc1cccc(C(F)(F)F)c1
  A: ·	B: -1	C: ·	D: 2
compound: O=C(Nc1ccc2oc(=O)ccc2c1)c1ccc(-c2ccc(Cl)cc2)o1
  A: ·	B: 17	C: ·	D: 18
compound: CC(C)(C)NC(=S)NCCc1ccccc1
  A: ·	B: 4	C: ·	D: -3
compound: CCC(CO)[n+]1c(C)cc(/C=C2\Sc3ccccc3N2Cc2ccccc2)cc1C (stereo not drawn)
  A: ·	B: 103*	C: ·	D: -7
compound: CCOc1ccc(/C=C/C(=O)C(C(N)=O)=C2SCCS2)cc1
  A: ·	B: 34	C: ·	D: 4
compound: Cc1cc(Cl)ccc1N=C1N=C(N)c2ccccc21
  A: ·	B: -7	C: ·	D: 0
compound: CCC(C(=O)OCC(=O)Nc1cc(Cl)ccc1Cl)c1ccccc1 (stereo not drawn)
  A: ·	B: 44	C: ·	D: -2
compound: CCc1cccc2c(C(=O)COC(=O)/C=C/c3ccc(O)c(OC)c3)c[nH]c12
  A: ·	B: 34	C: ·	D: 19
compound: NS(=O)(=O)c1ccc(CCNC(=O)CCCCCNc2nc(=S)[nH]c3ccccc23)cc1
  A: ·	B: -13	C: ·	D: 1
compound: CCC(C)c1ccc(NC(=S)NCc2cccnc2)cc1 (stereo not drawn)
  A: ·	B: 14	C: ·	D: 1
compound: Cc1ccc(OCC(O)CN2CC3(C)CC2CC(C)(C)C3)cc1 (stereo not drawn)
  A: ·	B: 5	C: ·	D: -2
compound: CCCC(NC(=O)CCl)c1ccccc1 (stereo not drawn)
  A: ·	B: 14	C: ·	D: 4
compound: COC(=O)c1ccccc1NC(=S)NC(=O)c1ccc(C)cc1
  A: ·	B: 2	C: ·	D: -5
compound: CCOC(=O)c1cc(CC)sc1NC(=O)c1cccc(N2C(=O)CCC2=O)c1
  A: ·	B: -4	C: ·	D: 5
compound: CCOc1ccc(S(=O)(=O)Oc2ccc3ccccc3c2)cc1
  A: ·	B: 92	C: ·	D: -7
compound: CC(=O)Nc1ccc(S(=O)(=O)NNC(=O)COc2cccc3ccccc23)cc1
  A: ·	B: 1	C: ·	D: 5
compound: Cc1cc(C(=O)OCC(=O)N2CC(=O)Nc3ccccc32)c(C)n1-c1ccccc1
  A: ·	B: 33	C: ·	D: 3
compound: COc1ccccc1CN1C(=O)c2cccc3cccc(c23)C1=O
  A: ·	B: 0	C: ·	D: -3
compound: Cc1ccc(NC(=O)CSc2nnc(CNC(=O)C34CC5CC(CC(C5)C3)C4)n2-c2ccc(F)cc2)cc1
  A: ·	B: -1	C: ·	D: 21
compound: Cc1cccc(N2CN(Cc3cccnc3)CNC2=S)c1C
  A: ·	B: -4	C: ·	D: 4

Further compounds follow:
Labels used below: A = CYP2C19 inh; B = CD11b adhes inh; C = CYP2C19 activ; D = Mac1 fbg enh
compound: CC(C)NC(=S)NC1(C)CCS(=O)(=O)C1 (stereo not drawn)
  A: ·	B: -12	C: ·	D: -2
compound: CN(Cc1ccc(F)cc1)C(=O)COc1ccccc1-c1ccccc1
  A: ·	B: 16	C: ·	D: 3
compound: O=C(N[C@@H](Cc1c[nH]c2ccccc12)C(=O)NC1CC1)c1ccccc1Cl
  A: ·	B: -6	C: ·	D: -5
compound: COCCCN1CCc2[nH]c(=S)[nH]c(=O)c2C1
  A: ·	B: -38	C: ·	D: -3
compound: Cc1cc(NC(=O)CCCOc2ccc(Cl)cc2Cl)no1
  A: -4	B: ·	C: 1	D: 3
